GLS inh: glutaminase GLS (human) inhibition | O94925 | GLS enzymatic activity, qHTS titration | Potency, µM (series often up to 45.5 µM), for the others: top-dose activity change, negative = inhibition, usual class: inhibitors | 0.21% of 410,000 active | AID 624170; further: potency means the concentration at half of the fitted maximal effect; on the % scale 0 is the no-effect control and ±100 the full control effect
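hKGA in 45 mM KH2PO4 (pH 8.2), 0.02% Tween-20 with compound, then 1mM L-Glutamine (stock as added) plus glutamate oxidase/HRP/Amplex red coupling mix. Fluorescence read initially and after 30 min at RT; signal change reflects glutamate formation.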
HP1b chromo inh: HP1-beta chromodomain-methylated histone interaction inhibition | P83916 | AlphaScreen HP1-beta / biotin-H3K9me3 peptide binding | Potency, µM (series often up to 114 µM), inactives show top-dose activity change, negative = inhibition, actives largely listed as inhibitors | 0.56% of 390,000 active | AID 540317; further: potency means the concentration at half of the fitted maximal effect; nearly all actives have a fitted effect of over 70% in size; inactives centre near 23
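AlphaScreen: HP1-beta (50 nM) preformed 30 min with biotin-H3(1-18)K9me3 peptide (50 nM) in PBS pH 7.4, 0.01% Tween-20. Compound added for 30 min at RT, then streptavidin donor/nickel chelate acceptor beads (10 ug/mL) for 30 min.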
Pin1 inhibitor: human Pin1 inhibition; Q13526; Potency, µM (doses to about 115 µM), for inactives: top-dose activity, negative = inhibition, hits mostly inhibitors; Pin1 FP peptide displacement, HiFluor488, 10 min; 0.009% of 390,000 active; active means well fitted inhibition curve with a large enough effect in the polarisation, with a control signal flat, not every such curve was filed as active; inconclusive means small, poorly fitted or top-dose-only effect, or effect the other way, or a change in a side signal; inactive means no such curve, though single readings can be large or run the other way; the % refers to the polarisation; further: potency means the concentration at half of the fitted maximal effect; on the % scale 0 is the no-effect control and ±100 the full control effect
Target sequence (Q13526 whole entry, looked up): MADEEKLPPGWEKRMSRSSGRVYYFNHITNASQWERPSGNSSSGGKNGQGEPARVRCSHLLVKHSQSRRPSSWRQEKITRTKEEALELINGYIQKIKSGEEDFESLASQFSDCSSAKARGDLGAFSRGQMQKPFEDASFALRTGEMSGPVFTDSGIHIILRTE
Tb PGK inh: inhibitors of T. brucei phosphoglycerate kinase | PGK/GAPDH coupled, Kinase-Glo luminescence, 60 min | Potency, µM (titrated, usually from 57.5 µM), without a hit: at the top dose activity change, negative = inhibition, usual class: inhibitors | 0.043% of 380,000 active | AID 602233; further: potency means the concentration at half of the fitted maximal effect; on the % scale 0 is the no-effect control and ±100 the full control effect; nearly all actives have a fitted effect of over 60% in size
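Recombinant glycosomal PGK reaction used 1,3-bisphosphoglycerate generated in-well by GAPDH (100nM final) in 100mM TEA pH 7.6, 5mM MgCl2, 0.01% Tween-20. After 60 minutes at room temperature, ATP was read by Kinase-Glo Plus luminescence end-point.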
USP1 inh: blocks the human USP1/UAF1 deubiquitinase complex. O94782. recombinant USP1/UAF1, Ub-Rhodamine cleavage fluorescence. Potency, µM (series often up to 57.1 µM), without a hit: at the highest dose activity change, negative = inhibition, most hits filed as inhibitors. 0.23% of 390,000 active. AID 743255; further: potency means the concentration at half of the fitted maximal effect; on the % scale 0 is the no-effect control and ±100 the full control effect; nearly all actives have a fitted effect of over 60% in size; inactives centre near -12
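USP1/UAF1 complex (1 nM) preincubated 15 min at room temperature with compound, then Ub-Rho substrate (150 nM final) added. Kinetic fluorescence at 480/540 nm over 6 reads at 60 s intervals; 50 mM HEPES pH 7.8, 0.5 mM EDTA, 0.1 mg/ml BSA, 1 mM TCEP, 0.01% Tween-20.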
PI4K2A inh: PI4K2A (human) kinase inhibition; purified PI4K2A, ADP-Glo luminescence, 1 h; hits give low values; activity change, negative = inhibition, % at 76.9 µM; 0.13% of 420,000 active; in the data active means activity change below about -50%; inconclusive means mostly about -30% to -49%;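 further: -100% = wells without enzyme as full effect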
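In this quantitative HTS, ADP production by PI4K2A was quantified luminescently after 1 h at ambient temperature; 100 microM adenosine served as plate-quality control.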
IDH1 R132H inh: blocks human mutant IDH1 R132H enzyme; O75874; IDH1-R132H enzyme, NADPH consumption, diaphorase/resazurin fluorescence; Potency, µM (top dose mostly 76.6 µM), without a hit: at the top dose activity change, negative = inhibition, actives largely listed as inhibitors; 0.093% of 390,000 active; AID 602179; further: potency means the concentration at half of the fitted maximal effect; on the % scale 0 is the no-effect control and ±100 the full control effect; nearly all actives have a fitted effect of over 65% in size
Target sequence (O75874 whole entry R132H, stated change not applied): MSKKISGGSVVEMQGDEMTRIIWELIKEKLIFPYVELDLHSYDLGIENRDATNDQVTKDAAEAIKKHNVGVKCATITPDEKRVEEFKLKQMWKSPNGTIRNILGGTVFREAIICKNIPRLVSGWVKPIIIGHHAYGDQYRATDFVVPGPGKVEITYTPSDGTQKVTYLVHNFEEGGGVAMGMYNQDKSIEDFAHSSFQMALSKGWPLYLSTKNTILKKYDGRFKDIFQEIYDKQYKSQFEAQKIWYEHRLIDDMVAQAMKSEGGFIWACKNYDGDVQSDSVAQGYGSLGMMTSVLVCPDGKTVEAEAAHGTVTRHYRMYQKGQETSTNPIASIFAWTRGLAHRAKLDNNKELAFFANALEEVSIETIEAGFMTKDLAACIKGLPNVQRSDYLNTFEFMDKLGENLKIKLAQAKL
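IDH1-R132H (0.5 ug/mL dispensed) in pH 7.5 Tris buffer was preincubated 30 min with compound, then given a substrate mix of 0.016 mM NADPH and 2 mM alpha-KG for 80 min at room temperature; remaining NADPH was read by diaphorase/resazurin fluorescence.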
rTrxR1 inhibitor: rat TrxR1 inhibition. Potency, µM (series often up to 114 µM), for inactives: top-dose activity change, negative = inhibition, actives largely listed as inhibitors. recombinant rTrxR1, NADPH fluorescence consumption, selenite substrate. AID 588453. 1% of 390,000 active; further: potency means the concentration at half of the fitted maximal effect; on the % scale 0 is the no-effect control and ±100 the full control effect; nearly all actives have a fitted effect of over 65% in size
Target sequence (O89049 whole entry, looked up): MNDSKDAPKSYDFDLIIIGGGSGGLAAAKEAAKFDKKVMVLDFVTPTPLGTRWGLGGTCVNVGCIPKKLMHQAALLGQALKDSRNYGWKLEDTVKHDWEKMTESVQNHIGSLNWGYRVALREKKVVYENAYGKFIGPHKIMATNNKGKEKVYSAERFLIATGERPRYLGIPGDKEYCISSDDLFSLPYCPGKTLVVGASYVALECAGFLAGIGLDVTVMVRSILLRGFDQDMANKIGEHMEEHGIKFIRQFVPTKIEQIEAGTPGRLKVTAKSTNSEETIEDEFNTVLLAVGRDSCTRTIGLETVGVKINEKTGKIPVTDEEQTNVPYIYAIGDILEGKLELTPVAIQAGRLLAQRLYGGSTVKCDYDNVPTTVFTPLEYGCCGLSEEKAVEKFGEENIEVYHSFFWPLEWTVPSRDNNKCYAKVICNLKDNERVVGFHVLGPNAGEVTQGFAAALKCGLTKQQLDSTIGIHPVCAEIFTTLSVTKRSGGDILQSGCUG
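Rat TrxR1 (90 nM in the dispensed reagent) was pre-reduced with 400 uM NADPH for 5 min at room temperature, then incubated with compound for 15 min. After 400 uM selenite was added, NADPH fluorescence (Ex 340/Em 450 nm) was followed for 8 min.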
TrxR1 substrate: substrates of rat thioredoxin reductase 1; O89049; purified TrxR1 substrate turnover, NADPH consumption readout; Potency, µM (titrated, usually from 114 µM), inactives show top-dose activity change, negative = substrate turnover; 0.01% of 390,000 active; AID 588456; further: potency means the concentration at half of the fitted maximal effect; on the % scale 0 is the no-effect control and ±100 the full control effect; nearly all actives have a fitted effect of over 50% in size
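Rat TrxR1, dispensed at 90 nM, was prereduced with 400 uM NADPH (final) for 5 min at ~22 deg C, then incubated with compound 15 min before 400 uM selenite. A first-read NADPH fluorescence drop versus no-compound background flagged substrates.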
The depositor's hits bear a star; i = inactive; u = inconclusive; x = not tested or not shown; & = joins results of further samples; [ ] = another dose, or the depositor's remark. Unless noted, the call rests on the fitted dose curve; in most records, active means well fitted curve in the direction sought with a large enough effect; inconclusive means small, poorly fitted or top-dose-only effect, or another doubt; inactive means no such curve, though single readings can be large; an effect the other way counts as inactive or inconclusive. This is a subset. The share of hits here may be higher or lower than overall.

SMILES	GLS inh	HP1b chromo inh	Pin1 inhibitor	Tb PGK inh	USP1 inh	PI4K2A inh	IDH1 R132H inh	rTrxR1 inhibitor	TrxR1 substrate
COC(=O)c1cc(NC(=O)Nc2cccc(Cl)c2)ccc1Cl	3%	30%	4%	x	-17%	-3	7%	26%	5%
CCOC(=O)C1(CCCc2ccccc2)CCN(C(=O)CCOC)CC1	16%	36%[activator]	-1%	8%	-1%	0	0%	4%[57.1 µM]	4%[57.1 µM]
CCOC(=O)C1(CCCc2ccccc2)CCN(C(=O)CN2CCOC2=O)CC1	-5%	22%	1%	-9%	-17%	6	9%	21%	5%
COc1ccccc1-c1coc2cc(OC(=O)N3CCOCC3)ccc2c1=O	0%	21%	-1%	-6%	-22%	0	1%	35%	7%
CSc1nc(SCCO)c2sc3nc(-c4ccco4)c4c(c3c2n1)CC(C)(C)OC4	u	15%	u	-2%	-32%	-17	-7%	56µM*	2%
CCn1c(SCc2ccc(F)cc2)nnc1-c1nn(-c2ccccc2)ccc1=O	10%	26%	0%	7%	0%	4	0%	-8%	1%[57.1 µM]
O=C(CSc1nc(-c2ccccc2)c(-c2ccccc2)[nH]1)Nc1ccc2c(c1)OCO2	3%	0%	1%	-2%	5%	-2	-5%	-6%	12%
CCN1C(=O)/C(=C2/C=Cc3ccccc3N2C)OC1=S	-9%	6%	u	i	-15%	-15	8%	-4%	-5%
CN(C(=O)Nc1cnc2ccccc2c1)c1ccccc1	11%	16%	0%	i	-18%	1	4%	4%	3%
Cc1ccc(SCc2ccc(C(=O)Nc3ccccc3C(=O)NC(C)C)cc2)cc1	-1%	19%	-1%	-4%	-5%	-1	4%	-5%[57.1 µM]	3%[57.1 µM]
CCn1c(SCC(=O)NC2CC2)nnc1-c1ccccc1OC	-4%	31%	2%	-1%	-20%	0	-4%	24%	6%
CCOC(=O)C1=C(c2ccccc2)N=C2SCC(=O)N2C1c1ccc(O)c(OC)c1 (stereo unspecified)	27%	-10%	36%[activator]	-3%[11.5 µM]	-22%	-7	-23%	34%	4%
CN(Cc1ccccc1)C(=O)c1ccc(NC(=O)Cc2cccc([N+](=O)[O-])c2)cc1	4%	29%	-4%	-8%	u	-2	1%	14%	3%
O=c1cc(Cc2ccc([N+](=O)[O-])cc2)[nH]c(=O)[nH]1	1%	6%	-2%	-2%	-5%	4	15%	14%[11.4 µM]	6%[11.4 µM]
C[C@@]12CCC3[C@@](CCC4[C@@]3(C)CCC[C@@]4(C)C(=O)NCc3ccccc3)(CC1=O)C2 (stereo partly specified)	-2%	37%	-1%	-8%	-17%	3	-25%	20%[57.1 µM]	8%[57.1 µM]
Nn1c(SCC(=O)Nc2ccc(F)cc2)nnc1-c1cccnc1	1%	34%	7%	5%	-15%	-1	11%	2%[57.1 µM]	7%[57.1 µM]

Pulled one by one from the list above:
SMILES	GLS inh	HP1b chromo inh	Pin1 inhibitor	Tb PGK inh	USP1 inh	PI4K2A inh	IDH1 R132H inh	rTrxR1 inhibitor	TrxR1 substrate
CN(Cc1ccccc1)C(=O)c1ccc(NC(=O)Cc2cccc([N+](=O)[O-])c2)cc1	4%	29%	-4%	-8%	u	-2	1%	14%	3%
CCn1c(SCC(=O)NC2CC2)nnc1-c1ccccc1OC	-4%	31%	2%	-1%	-20%	0	-4%	24%	6%

Following part:
SMILES	GLS inh	HP1b chromo inh	Pin1 inhibitor	Tb PGK inh	USP1 inh	PI4K2A inh	IDH1 R132H inh	rTrxR1 inhibitor	TrxR1 substrate
CCCNC(=O)CC(NS(=O)(=O)c1ccc(Cl)cc1)c1ccco1 (stereo unspecified)	6%	9%	3%	-3%	-4%	1	3%	12%[57.1 µM]	9%[57.1 µM]
Cc1nc2ccccc2nc1SCC(=O)c1ccccc1	6%	13%	7%	-4%	-6%	-4	-1%	u	-23%
O=C(O)CCN(CCC(=O)O)S(=O)(=O)c1ccccc1	-4%	56%[activator]	-4%	2%	-5%	-5	3%	20%	2%
O=C(c1ccco1)N1CCN(CCCCOc2cccc3ccccc23)CC1	3%	-25%	2%	2%	u	-1	5%	-16%	-9%
CC(C)(C)N(Cc1ccccc1)C(=O)CSc1nc2ccccc2c(=O)[nH]1	-4%	15%	5%	-2%	-6%	0	1%	0%	-5%
CCOC(=O)C1=C(Nc2ccccc2)CC(C)(O)C(C(=O)OCC)C1c1ccccc1 (stereo unspecified)	7%	35%	-4%	3%	-12%	1	0%	-8%	-2%
C=CCSc1nnc2c(n1)OC(c1cccnc1)N(C(C)=O)c1ccccc1-2 (stereo unspecified)	-8%	36%	-9%	5%	5%	-1	-7%	u	2%[57.1 µM]
COc1ccc(-n2nc(C)cc2Nc2ccccc2C(=O)O)cc1	1%	42%[activator]	-1%	-6%	-15%	3	0%	12%	-1%
CSc1nnc2c3cc(C)ccc3n(Cc3ccccc3)c2n1	-4%	34%	1%	-3%	-24%	-2	4%	-4%	-8%
CSc1ccc(-c2nc3cccc(C)n3c2Nc2ccc3c(c2)OCO3)cc1	-6%	u	-5%	-10%	-15%	1	0%	43%[activator]	48%[activator]
CC(=O)Nc1nnc(/C=C/c2cccc([N+](=O)[O-])c2)s1	5%	-2%	-4%	-7%	-12%	5	-2%	17%	6%
CC(O)c1nc2ccccc2n1CCCCOc1ccccc1 (stereo unspecified)	-7%	37%	u	7%	-29%	-1	0%	20%	5%
Cc1cn(CC(=O)NCCCn2ccnc2)c(=O)[nH]c1=O	1%	19%	-1%	-9%	-22%	-5	-11%	-7%	-5%
Cc1ccc(C(C)(C)C)cc1S(=O)(=O)Nc1cccc(C(=O)N2CCN(c3ccccn3)CC2)c1	-4%	-5%	10%	-3%	-17%	-5	-9%	23%	11%
Cc1ccc(NC(=O)c2ccc(OCC3CCCO3)cc2)c(C)c1 (stereo unspecified)	1%	13%	4%	10%	-9%	1	0%	-1%	-6%
Cn1cnnc1SC1CCCCC1NS(=O)(=O)c1ccccc1 (stereo unspecified)	3%	32%	-7%	-9%	-10%	0	-1%	-13%	-13%
CCOc1ccc(NC(=O)CN(C)C(=O)CCN2C(=O)C3CC=CCC3C2=O)cc1OCC (stereo unspecified)	-1%	23%	1%	i	-14%	0	-6%	-8%	-8%
Cc1ccc2nc(NC(=O)CSCC(=O)OCC(=O)c3ccccc3)sc2c1	-1%	36%	19%	-1%	-2%	-3	1%	-23%	1%
O=C(O)C1CC(=O)N(Cc2ccc3c(c2)OCO3)C1 (stereo unspecified)	-10%	17%	-2%	-3%	-12%	3	-2%	10%	8%
NC(=O)c1cc([N+](=O)[O-])c(Cl)cc1NCc1ccncc1	3%	23%	2%	-12%	u	1	-6%	-2%	2%
CC1=CC(C)(C)NC(=S)N1c1ccc([N+](=O)[O-])cc1	-21%	16%	-6%	i	-11%	-5	-7%	26%	10%
Cc1ccc(-c2ccc(C(=O)NCc3ccccc3)o2)c2ccccc12	-1%	-14%	47%[activator]	-1%	-30%	-5	6%	u	49%[activator]
CCN(CC)C(=O)c1cccc(NC(=O)C2CCN(C(=O)c3cccs3)CC2)c1	1%	33%	-14%	i	-11%	-3	8%	9%[11.4 µM]	1%
CCOC(=O)c1ccc(NS(=O)(=O)c2cc3c4c(c2)CCN4C(=O)CC3)cc1	-4%	22%	-3%	1%	-12%	-4	1%	10%	-1%
O=C(O)Cn1c(=O)c2cccn2c2ccccc21	-2%	32%[activator]	1%	x	-9%	-4	4%	2%	-8%
COc1cccc(-c2c(-c3cc(OC)cc(OC)c3)n(C)c3ccc(-c4cccc5[nH]ccc45)cc23)c1	2%	18%	28%	-3%	20%	-6	-2%	29%[57.1 µM]	22%[57.1 µM]
COCCN(C(=O)COC(=O)c1ccc(C)o1)c1c(N)n(Cc2ccccc2)c(=O)[nH]c1=O	-6%	33%	-1%	i	-3%	4	-3%	3%	-2%
CN(C)CCOC(c1ccc(Cl)cc1)c1ccccn1 (stereo unspecified)	-4%&-1%&0%	71%&62%[activator]	0%&1%	-5%&0%	-23%&-19%	3&-6&2	15%&-8%	16%&23%	11%&2%
CCCCOc1ccc(C(=O)NCC(=O)NNC(=O)C2COc3ccccc3O2)cc1 (stereo unspecified)	4%	43%[activator]	12%	3%	-21%	-1	-9%	14%	2%
Cc1cccc(C)c1N(CC(O)Cn1c2ccccc2c2ccccc21)S(C)(=O)=O (stereo unspecified)	-1%	12%	21%	i	-18%	4	10%	5%	-3%
O=C(Nc1cccc(C(F)(F)F)c1)c1ccc(N2CCNCC2)c([N+](=O)[O-])c1	1%	-14%	4%	9%	-21%	1	2%	12%[57.1 µM]	8%
COc1cccc(N2CC(O)Cn3c2nc2c3c(=O)n(CCCc3ccccc3)c(=O)n2C)c1 (stereo unspecified)	-2%	5%	-2%	-2%	-14%	-11	0%	10%	1%
Cc1ccc(-c2nc(CS(=O)CC(=O)N3CCN(c4ncccn4)CC3)c(C)o2)cc1 (stereo unspecified)	6%	22%	-3%	-3%	-3%	-1	7%	10µM*	14%[57.1 µM]
COc1ccc(N(CC(=O)Nc2ccc(C)c(C)c2)S(=O)(=O)c2c(C)n[nH]c2C)cc1	5%	20%	u	0%	-5%	-1	-2%	10%	-4%

Compound activity from PubChem BioAssay.
